HIF act: HIF pathway transcriptional activators, primary screen, cell-based, U2OS HRE-luciferase, luminescence; U2OS HRE-luciferase reporter; normalized: DMSO 0%, desferrioxamine 100%; AID 1910, 2009; activation, % at 7.5 µM (by protocol); hit rate 0.32% among 300,000;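 active = mean activation of at least 10% of the iron chelator positive control signal, with at least half of replicates also reaching 10%; inconclusive = mean and replicate majority disagree about reaching 10%; inactive = mean and most replicates under 10%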
MrgX1 antag: antagonists of human MrgX1 receptor, primary screen, HEK293 cells, Fluo-4 calcium flux; Mas-related G-protein coupled receptor member X1 (Homo sapiens), Q96LB2; BAM8-22 antagonism; hits give low values; B-score at 10 µM; hit rate 1.3% among 310,000;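 active = calcium-response B-score plate-corrected more than 3 library SD below zero, starting fluorescence within 5 deviations, no agonist response on first addition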;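 note: peak minus trough fluorescence over baseline after final BAM8-22 challenge near maximal dose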
Target sequence (Q96LB2 whole entry, looked up): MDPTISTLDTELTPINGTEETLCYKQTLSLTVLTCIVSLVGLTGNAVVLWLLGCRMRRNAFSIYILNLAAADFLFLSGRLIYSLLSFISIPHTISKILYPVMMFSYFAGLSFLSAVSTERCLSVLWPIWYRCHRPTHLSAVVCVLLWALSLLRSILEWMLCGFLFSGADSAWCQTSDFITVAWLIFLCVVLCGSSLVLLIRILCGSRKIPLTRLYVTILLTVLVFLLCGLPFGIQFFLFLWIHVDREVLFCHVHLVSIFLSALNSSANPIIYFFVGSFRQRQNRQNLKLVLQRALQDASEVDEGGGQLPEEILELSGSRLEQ
TRPC4 PAM: positive allosteric modulators of TRPC4, primary screen, cell-based, mouse TRPC4beta, HEK293 mu-opioid, Fluo-4 calcium; Short transient receptor potential channel 4 (Mus musculus), Q9QUQ5; DAMGO EC20, Fluo-4 Ca2+ flux; hits give high values; B-score at 10 µM; hit rate 0.42% among 310,000; AID 2227, 2009;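 active = B-score of calcium response area above 5 SD of library B-scores, with initial fluorescence ratio within 5 SD of library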;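 note: B-score of integrated fluorescence ratio over time as area under calcium response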
TRPC6 activator: mouse TRPC6 channel activators, primary screen, cell-based, HEK293, membrane potential dye; Short transient receptor potential channel 6 (Mus musculus), Q61143; HEK293-TRPC6 membrane potential dye fluorescence; hits give high values; B-score at 10 µM; hit rate 0.13% among 310,000;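 active = B-score of the integrated fluorescence ratio above library mean plus 3 SD, and starting fluorescence ratio within library mean plus 5 SD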;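 note: higher score means more depolarization so channel activation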
AI-2 QS mod: Vibrio harveyi AI-2 quorum sensing modulators, primary screen, JMH597 strain, luminescence/OD600 ratio; Vibrio harveyi JMH597 AI-2 luminescence/OD600 ratio, 9 h; hits give low values; strain lacks LuxN and CqsS sensors; 0 = neutral-control median; activity change, % at 7.5 µM; hit rate 0.4% among 300,000; AID 2094, 2009; in the data active = activity change below about -75%, passing the limit was not always enough; inconclusive = no clear call, values can overlap the other calls;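 note: luminescence divided by OD600 gain over 9 h not by final OD600 alone; inactives centre near 13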
MrgX1 ag: agonists of human MrgX1 receptor, primary screen, HEK293 cells, Fluo-4 calcium flux; B-score at 10 µM; hit rate 0.44% among 310,000; Fluo-4 calcium fluorescence, agonist mode; hits give high values; Mas-related G-protein coupled receptor member X1 (Homo sapiens), Q96LB2;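 active = calcium response B-score plate-corrected fluorescence ratio at least 3 library SD, with starting fluorescence B-score inside 5 SD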
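Assay system: stable human MrgX1 HEK293 cell line. Quantity: 15,000 cells per well. Schedule: cells plated overnight, dye loaded 0.5 h 37 °C, 0.5 h room temperature. Detection: Fluo-4 NW calcium-flux fluorescence, kinetic read. Read-out basis: peak-minus-minimum fluorescence over baseline, converted to B scores. Control set: positive and negative control wells on each plate.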
PolyA inh: polyadenylation inhibitors in yeast reporter cells, primary screen, luminescence, S. cerevisiae. S. cerevisiae SKY197-pL101 polyadenylation reporter, beta-gal luminescence; efflux-impaired pdr1/pdr3 knockout yeast; score 100 = 6 SD above DMSO. calls only at 12 µM. hit rate 0.02% among 300,000. AID 1875, 2009;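 active = lowest replicate activity score at least 50, where 100 means six control SD above control mean; inconclusive = lowest score under 50 but half or more replicates reach 50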;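 note: yeast exposed to compound for 9 h at 30 °C; higher score means more reporter readthrough which indicates perturbed polyadenylation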
TRPC4 act: activators of mouse TRPC4 channel, primary screen, Fluo4 calcium, HEK293 TRPC4beta/mu-opioid cells. Short transient receptor potential channel 4 (Mus musculus), Q9QUQ5. Fluo4 calcium fluorescence; hits give high values. B-score at 10 µM. hit rate 0.49% among 310,000;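 active = B-score above 5 SD of library B-scores, and initial fluorescence ratio not above library mean plus 5 SD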;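 note: positive B-score marks a calcium rise read as TRPC4 activation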
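Assay system – TRPC4beta and mu-opioid receptor HEK293 stable cells · Measured by – Fluo4 fluorescence, kinetic · Schedule – dye loading 45 min room temperature, 110 s kinetic read · Read-out – B-scored integrated calcium fluorescence ratio · Controls – buffer and maximal DAMGO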
TRPC6 inh: mouse TRPC6 channel inhibitors, primary screen, cell-based, HEK293, membrane potential dye | AID 2553, 2010 | B-score at 10 µM | Short transient receptor potential channel 6 (Mus musculus), Q61143 | hit rate 1.1% among 310,000 | ACh-evoked depolarization; hits give low values;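 active = B-score under library mean minus 3 SD, initial fluorescence not abnormally high, positive integrated signal ratio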;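 note: B-score derived from integrated fluorescence ratio over the kinetic read; more negative B-score means stronger inhibition of depolarization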
TRPC4 block: inhibitors of mouse TRPC4 channel, primary screen, Fluo4 calcium, HEK293 TRPC4beta/mu-opioid cells; B-score at 10 µM; AID 2247, 2010; hit rate 0.39% among 300,000; DAMGO-evoked Fluo4 calcium flux; hits give low values;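 active = B-score over 3 SD under the library average, no early fluorescence shift, positive overall ratio signal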
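Assay system: HEK293 cells with stable TRPC4beta plus mu-opioid receptor expression; Probe or stimulus: DAMGO in two steps, submaximal then maximal; Dosing: single-point compound dosing; Measured by: Fluo4 calcium-dye fluorescence, kinetic read; Read-out basis: B score from integrated Fluo4 fluorescence ratio.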
MrgX1 PAM: positive allosteric modulators of MrgX1, primary screen, HEK293 cells, Fluo-4 calcium flux; B-score at 10 µM; hit rate 0.63% among 310,000; FDSS; hits give high values;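 active = plate-corrected calcium response at least 3 library SD above typical, normal starting fluorescence, not activating the receptor alone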;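 note: compound read alongside a low EC10 to EC30 dose of BAM8-22 agonist; peak minus trough fluorescence over baseline measured at the second addition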
Numbers without * were called inactive; i = inactive; ? = inconclusive; . = not tested or not shown. These rows are one share of the data, so the mix of outcomes need not match the whole.

SMILES	HIF act	MrgX1 antag	TRPC4 PAM	TRPC6 activator	AI-2 QS mod	MrgX1 ag	PolyA inh	TRPC4 act	TRPC6 inh	TRPC4 block	MrgX1 PAM
Cc1ccc(S(=O)(=O)C2(C(=O)NCc3ccc4c(c3)OCO4)CC2)cc1	0.3	i	i	i	32.2	i	i	i	i	i	i
CCOC(=O)c1c(C)[nH]c(C(=O)COC(=O)c2oc3ccccc3c2C)c1C	-0.7	i	i	i	0.5	i	i	i	i	i	i
Cc1cccc(NC(=S)NC2CCCCC2)n1	-0.2	i	i	i	7.0	i	i	i	i	i	i
O=C(CN1C(=O)c2ccc([N+](=O)[O-])cc2C1=O)Nc1cc(S(=O)(=O)N2CCOCC2)ccc1Cl	0.2	i	i	i	.	i	i	i	i	i	i
CN(CC(=O)Nc1ccc([N+](=O)[O-])cc1Br)Cc1c(F)cccc1Cl	0.1	i	i	i	18.8	i	i	i	i	i	i
C/C(N)=C(/C#N)C(=O)COc1ccc(Cl)cc1Cl	0.3	i	i	i	16.4	i	i	i	i	i	i
COc1ccc(NC(=O)c2ccc3c(=O)n4c(nc3c2)CCCCC4)cc1	1.3	i	i	i	15.9	i	i	i	i	i	i
Cc1oc(-c2cc(F)cc(F)c2)nc1CN1CCN(C(=O)c2ccco2)CC1	-0.5	i	i	i	22.1	i	i	i	i	i	i
COc1ccc(/C=C/C(=O)OCC(=O)c2ccc3c(c2)NC(=O)CO3)cc1	0.2	i	i	i	7.5	i	i	i	i	i	i
COc1ccccc1-n1c(=O)[nH]c2c(C(N)=O)nc(CC(C)C)nc21	-0.1	i	i	i	6.7	i	i	i	i	i	i
COc1ccc(-c2[nH]c(-c3cccc(OC)c3)nc2SCC(=O)NC2CCCC2)cc1	-0.7	i	i	i	36.7	i	i	i	i	i	i
CCN(Cc1ccncc1)C(=O)c1cc(COc2ccc(C)c(C)c2)on1	0.6	i	i	i	-5.2	i	i	i	i	i	i
COc1ccc(CCC(=O)N(C)CC(=O)Nc2cc(C)ccc2C)cc1	-0.7	i	i	i	31.5	i	i	i	i	i	i
CC(C)N(CCCNC(=O)Cn1c(=O)c2cccn2c2ccc(F)cc21)Cc1ccccc1	-0.1	i	i	i	19.4	i	i	i	i	i	i
CCOc1ccccc1CNC(=O)c1ccc(Sc2ccc(Cl)cc2)c(NC(C)=O)c1	0.1	i	i	i	28.9	i	i	i	i	i	i
CCn1c(SCC(=O)NCCc2ccccc2)nc2c(c1=O)SC(C)C2 (stereo not drawn)	0.0	i	i	i	13.9	i	i	i	i	i	i
CCOC(=O)c1c(NC(=O)Cn2cc([N+](=O)[O-])cn2)sc2c1CCC2	0.0	i	i	i	-2.8	i	i	i	i	i	i
CCOC(=O)COc1ccc2ccccc2c1/C=C/[N+](=O)[O-]	-7.2	i	i	i	-4.0	i	i	i	i	i	i
O=C(Nc1sc2c(c1C(=O)O)CCC2)c1cccs1	0.8	i	i	i	38.4	i	i	i	i	i	i
CCOc1cc(C(=O)Nc2ccccc2N2CCOCC2)ccc1OCC(=O)N1CCCCC1	0.2	i	i	i	11.1	i	i	i	i	i	i
CCOc1ccc(N(CC(=O)Nc2ccc(C)cc2)S(=O)(=O)c2c(C)noc2C)cc1	.	i	i	i	21.7	i	i	i	i	i	i
Cc1ccc(S(=O)(=O)c2nc(-c3ccccc3)oc2NCCCN2CCOCC2)cc1	0.0	.	i	i	0.8	.	i	i	i	i	.
CCOC(=O)c1cc(-c2ccc(F)cc2)n(CC(=O)Nc2nccs2)c1C	-0.2	i	i	i	20.2	i	i	i	i	i	i
C=CCn1c(SCc2ccccc2)nnc1-c1cccnc1	-0.1	i	i	i	13.0	i	i	i	i	i	i
CC(C)(C)n1nc2c(c1NC(=O)COc1ccc(F)cc1)CS(=O)(=O)C2	0.0	i	i	i	7.4	i	i	i	i	i	i
CC1(C)CC(=O)C2=C(C1)Nc1ccccc1NC2c1ccc2c(c1)OCO2 (stereo not drawn)	0.2	i	i	i	7.3	i	i	i	i	i	i
Clc1ccc(CN2CCN(c3ncnc4scc(-c5cccs5)c34)CC2)cc1	0.1	i	i	i	13.8	i	i	i	i	i	i
O=C(O)/C=C1\NC(=O)c2ccccc21	-0.6	i	i	i	28.9	i	i	i	i	i	i
COc1ccc(Nc2nnc(-c3ccc(C(N)=O)cc3)c3ccccc23)cc1	-1.1	i	i	i	6.6	i	i	i	i	i	i
O=C(CSc1ncnc2ccccc12)Nc1cccc(S(=O)(=O)N2CCCC2)c1	-0.7	i	i	i	36.4	i	i	i	i	i	i
CCOC(=O)c1c(C)[nH]c(C(=O)OC)c1CCC(=O)OC	-0.4	i	i	i	-1.8	i	i	i	i	i	i
CC12COC3(C(=O)Nc4ccc(F)cc4)CC1CCC32C (stereo not drawn)	0.1	i	i	i	0.8	i	i	i	i	i	10.7*
COc1ccc(C(CCNCc2ccc(N(C)C)cc2)C(C)C)cc1 (stereo not drawn)	-1.0	i	i	i	-6.1	i	i	i	-5.17*	i	i
Cc1cc(C)nc(SCC(=O)N/N=C/c2cc(C)n(-c3ccccc3C)c2C)n1	-1.6	i	i	i	2.9	i	i	i	i	i	i
Cc1cc(Cl)ccc1OCC(=O)N(Cc1cccs1)C1CCS(=O)(=O)C1 (stereo not drawn)	-0.3	i	i	i	16.9	i	i	i	i	i	i
COc1ccc(C(=O)N2CCN(c3ccc([N+](=O)[O-])c(NCCc4ccc(OC)c(OC)c4)c3)CC2)cc1	-0.1	i	i	i	16.5	i	i	i	i	i	i
COc1ccc(S(=O)(=O)Nc2cc(C(=O)NCCCOC(C)C)ccc2N2CCOCC2)cc1	-0.7	i	i	i	24.8	i	i	i	i	i	i
O=C(CN1C(=O)C2C3C=CC(C3)C2C1=O)Nc1ccc2nccnc2c1 (stereo not drawn)	-0.1	i	i	i	18.5	i	i	i	i	i	i
Cc1cc(OCCNCCO)cc(C)c1Cl	0.0	i	26*	i	24.1	i	i	94*	i	i	i
O=C(NCc1ccc2c(c1)OCO2)c1ccc(CSCc2ccc(Cl)cc2)o1	-0.1	i	i	i	16.7	i	i	i	i	i	i
CCN=C1SC(CC(=O)NC(C)C)C(=O)N1CC (stereo not drawn)	?	i	i	i	0.2	i	i	i	i	i	i
Cc1ccc(S(=O)(=O)NCc2c(-c3ccccc3)noc2C)cc1	-0.4	i	i	i	8.5	i	i	i	i	i	i
Cc1sc2ncnc(N)c2c1C	-0.4	i	i	i	11.8	i	i	i	i	i	i
Cc1ccccc1CC(=O)Nc1sc(C(C)C)cc1C(=O)N1CCOCC1	-0.3	i	i	i	20.2	i	i	i	i	i	i
Cc1ccc(C(=O)N2CCn3c(C)ccc3C2C)cc1 (stereo not drawn)	0.1	i	i	i	.	i	i	i	i	i	i
COC(=O)Cn1c2ccc(Cl)cc2c2nc(C)sc21	-0.7	i	i	i	2.0	i	i	i	i	i	i
CC(C)CC1(C(=O)NCCN2CCOCC2)C=CCN1C(=O)c1ccccc1 (stereo not drawn)	0.0	i	i	i	17.6	i	i	i	i	i	i
COc1ccc(N2CCN(C(=O)NCc3ccc(C)cc3)CC2)cc1	0.2	i	i	i	46.7	i	i	i	i	i	i
O=C(Nc1ccc(Oc2ccc(Cl)cc2)c(Cl)c1)c1cc(I)cc(I)c1O	-0.5	i	i	i	21.0	i	i	i	i	i	i
COc1ccccc1NC(=O)NCc1ccco1	-0.2	i	i	i	22.4	i	i	i	i	i	i
CCc1ccc(CCC(=O)Nc2ccc(C)c(C)c2)o1	1.0	i	i	i	-87.0*	i	i	i	i	i	i
c1ccc2c(c1)OCc1cn[nH]c1-2	0.3	i	i	i	6.0	i	i	i	i	i	i
COc1cc(/C=C\C(=O)OCn2nnc3ccccc3c2=O)cc(OC)c1OC	0.2	i	i	i	8.7	i	i	i	i	i	i
O=C1c2cccc(Cl)c2C(=O)c2c1cccc2N1CCCC1	1.0	i	i	i	6.1	i	i	i	-8.28*	i	i
N#Cc1ccc(N2CCN(C(=O)c3cccc(F)c3)CC2)c(F)c1	-0.4	i	i	i	16.3	i	i	i	i	i	i
O=C1N(c2cccc3ccccc23)C(c2ccccc2)N2CCCN12 (stereo not drawn)	-0.2	i	i	i	14.0	i	i	i	i	i	i
CC(/C=C/c1ccc2c(c1)OCO2)=N\NC(=O)C(O)c1ccccc1 (stereo not drawn)	-0.3	i	i	i	-11.3	i	i	i	i	i	i
CNC(=O)CSc1nnc(-c2cc(C)cc(C)c2)o1	0.1	i	i	i	14.2	i	i	i	i	i	i
COc1ccccc1CNC(=O)c1ccc(-c2ccccc2C(F)(F)F)o1	0.8	i	i	i	6.9	i	i	i	i	i	i
CC(=O)N/C(=C/c1ccccc1)C(=O)N1CCCCC1	-2.1	i	i	i	8.4	i	i	i	i	i	i
CCN(CC)S(=O)(=O)c1ccc(C2CNC(=O)C2)cc1 (stereo not drawn)	-0.3	i	i	i	3.4	i	i	i	i	i	i
Cc1c(C(=O)OCC(=O)NCCN2C(=O)CSC2=O)oc2c1ccc1ccccc12	0.8	i	i	i	6.3	i	i	i	i	i	i
CCO/N=C(/C)c1c(O)c(C)c(-c2ccccc2)n(-c2ccccc2)c1=O	-12.5	i	i	i	2.8	i	i	i	i	i	i

High-throughput results as filed in PubChem BioAssay.
